Screens as filed in PubChem.
TNAP act hi DEA: TNAP activators at high phosphate acceptor level, primary screen, biochemical, luminescence, uHTS. AID 1136, 2008. activation factor at 20 µM. Alkaline phosphatase, tissue-nonspecific isozyme (Homo sapiens), P05186. purified TNAP, CDP-star luminescence, 1 M DEA, 30 min; stronger effect = higher value; 0 = EDTA background, 1 = DMSO-only activity. 200,000 tested, under 10 active;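 active = activation factor at least 2 at 20 µM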
Target sequence (P05186 whole entry, looked up): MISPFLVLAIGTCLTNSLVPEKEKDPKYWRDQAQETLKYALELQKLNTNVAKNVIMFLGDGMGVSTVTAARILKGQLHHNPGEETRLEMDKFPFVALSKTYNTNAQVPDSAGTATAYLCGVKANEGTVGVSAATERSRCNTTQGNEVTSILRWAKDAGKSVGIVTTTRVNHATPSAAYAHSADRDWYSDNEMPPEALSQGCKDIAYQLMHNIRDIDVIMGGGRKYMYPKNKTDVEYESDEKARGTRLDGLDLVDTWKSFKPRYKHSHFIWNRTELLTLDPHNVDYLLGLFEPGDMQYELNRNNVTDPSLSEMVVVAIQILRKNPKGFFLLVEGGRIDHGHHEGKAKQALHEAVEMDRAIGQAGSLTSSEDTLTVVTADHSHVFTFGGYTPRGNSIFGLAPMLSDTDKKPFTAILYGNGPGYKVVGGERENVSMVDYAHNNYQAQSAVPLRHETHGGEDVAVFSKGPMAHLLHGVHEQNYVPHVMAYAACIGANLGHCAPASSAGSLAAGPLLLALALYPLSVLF
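Control set: EDTA negative control, DMSO positive control / Assay system: human TNAP / Quantity: TNAP 1/800 final / Evaluation: TNAP activation factor scaled between EDTA and DMSO control wells / Measured by: luminescent substrate turnover signal / Compound dosing: one dose, 20 µM / Times: 30 min enzyme reaction at room temperature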
bIAP activator: bovine intestinal alkaline phosphatase activators, primary screen, biochemical, bovine IAP, CDP-star luminescence | alkaline phosphatase, intestinal [Bos taurus] | purified bovine IAP, 30 min; stronger effect = higher value; fold of DMSO-control signal, blank-subtracted | activation factor at 20 µM | 200,000 tested, 0.17% active;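 active = activation factor of 2 or more at 20 µM, a signal rise over negative controls twice the positive control's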
PMI act hi M6P: human PMI activators, high substrate, primary screen, biochemical, fluorescence intensity, near-saturating mannose 6-phosphate; Mannose-6-phosphate isomerase (Homo sapiens), P34949; coupled PMI enzyme assay, resazurin fluorescence, 20 min; stronger effect = higher value; 1 = untreated enzyme, 0 = substrate-free blank; activation factor at 20 µM; 190,000 tested, 0.34% active; AID 1216, 2008;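 active = activation factor of 2 or more at 20 µM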
Target sequence (P34949 whole entry, looked up): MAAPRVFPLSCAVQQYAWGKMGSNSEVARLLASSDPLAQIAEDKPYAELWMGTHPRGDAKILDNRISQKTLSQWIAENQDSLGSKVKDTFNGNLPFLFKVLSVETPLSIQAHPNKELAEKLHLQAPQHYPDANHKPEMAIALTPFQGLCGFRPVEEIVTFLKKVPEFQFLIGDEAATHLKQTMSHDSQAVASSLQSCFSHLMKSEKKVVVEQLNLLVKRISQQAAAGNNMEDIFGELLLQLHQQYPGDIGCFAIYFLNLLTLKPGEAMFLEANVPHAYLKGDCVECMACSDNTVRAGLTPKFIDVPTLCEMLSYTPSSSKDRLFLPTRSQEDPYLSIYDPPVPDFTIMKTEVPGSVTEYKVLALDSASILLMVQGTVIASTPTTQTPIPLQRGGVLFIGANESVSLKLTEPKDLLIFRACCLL
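Material: human phosphomannose isomerase with PGI, G6PDH, diaphorase coupling enzymes; amount: PMI at 15 ng/mL final; also added: Mannose-6-phosphate 1.0 mM (near-saturating) plus 0.22 mM NADP+; incubation: enzyme reaction with compound 20 min at room temperature; signal: resorufin fluorescence (Ex 544/Em 590 nm) from resazurin via diaphorase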
PMI act: activators of human PMI, primary screen, biochemical, fluorescence intensity, near-Km mannose 6-phosphate. Mannose-6-phosphate isomerase (Homo sapiens), P34949. 190,000 tested, 0.005% active. activation factor at 20 µM. purified human PMI, coupled resazurin fluorescence, 20 min; stronger effect = higher value; 1 = vehicle control, 0 substrate-free wells. AID 1214, 2008;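 active = activation factor of 2 or more at 20 µM, relative to plate controls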
Diaph inh CS: diaphorase inhibitors and chemical oxidizers, primary screen, counter-screen for diaphorase-coupled primary assays, biochemical, uHTS, resorufin fluorescence; diaphorase resazurin-to-resorufin fluorescence, NADH, 16 min; bacterial (C. kluyveri) enzyme, not human; inhibition, % at 20 µM; 190,000 tested, 0.69% active; AID 1217, 2008;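 active = primary screen inhibition at 20 µM above a set limit, cut at about 50% in these data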;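 also: plate controls were DMSO with full reaction for no effect and wells lacking NADH for full effect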
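material = Clostridium kluyveri diaphorase enzyme | amount = 0.14 U/mL diaphorase, enzyme working solution | schedule = incubation 16 min, room temperature | detection = fluorescence of resorufin formed from resazurin, Ex 544/Em 590 nm | benchmarks = positive control minus NADH, DMSO neutral control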
TNAP inh noacc: human TNAP enzyme inhibitors, primary screen, biochemical, luminescent, no phosphate acceptor, uHTS | purified TNAP, CDP-star luminescence, 30 min | inhibition, % at 20 µM | 200,000 tested, 0.26% active | AID 1012, 2008;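 active = tissue-nonspecific alkaline phosphatase inhibition above about 50% at 20 µM in the single-dose screen, limit read from the data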;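 also: 0% = DMSO negative control and 100% = EDTA positive control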
TNAP inh hi DEA: human TNAP enzyme inhibitors, primary screen, biochemical, luminescent, high phosphate acceptor level, uHTS; Alkaline phosphatase, tissue-nonspecific isozyme (Homo sapiens), P05186; purified TNAP, CDP-star luminescence, 1 M DEA; inhibition, % at 20 µM; 200,000 tested, 0.03% active;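 active = over 50% inhibition of tissue-nonspecific alkaline phosphatase at 20 µM in the single-dose screen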;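 also: plate controls were DMSO wells for no effect and EDTA-quenched wells as full inhibition for full effect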
L major viab: Leishmania major promastigote growth inhibition, primary screen | Leishmania major promastigotes, resazurin fluorescence viability | inhibition, % at 10 µM | 200,000 tested, 9% active; in the data active = inhibition above about 50%;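 also: promastigotes grown with compound for 44 hours at 28 °C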
Diaph act CS: compounds boosting diaphorase resazurin reduction – biochemical, uHTS, resorufin fluorescence, counter-screen for diaphorase-coupled primary assays, primary screen; 190,000 tested, 0.005% active; activation factor at 20 µM; AID 1229, 2008; Diaphorase/resazurin coupled assay, 16 min; stronger effect = higher value; 1 = vehicle wells, 0 = NADH-free wells;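 active = diaphorase activity raised at least twofold by the compound at 20 µM; inactive = activation factor below 2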
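System – purified diaphorase enzyme from Clostridium kluyveri · Input – enzyme 0.07 U/mL final · Also added – final NADH 0.114 mM, resazurin 0.1 mM · Measured by – fluorescence of resorufin, 544 nm excitation, 590 nm emission · Timing – 16 min enzyme reaction, ambient temperature · Measure – resorufin increase flagging diaphorase activators or reducers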
bIAP inh: bovine intestinal alkaline phosphatase inhibitors, primary screen, selectivity assay for TNAP inhibitor project, biochemical, bovine IAP, CDP-star luminescence; purified bovine IAP, 30 min; inhibition, % at 20 µM; 190,000 tested, under 10 active; AID 1019, 2008;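 active = over 50% inhibition of intestinal alkaline phosphatase at 20 µM in the single-dose screen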
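test system = bovine IAP enzyme | medium = DEA buffer 100 mM, pH 9.8, with MgCl2 1.0 mM, ZnCl2 0.02 mM | detection = luminescence | dosing = single compound dose of 20 µM, 2% DMSO final | incubation = 30 min reaction at room temperature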
* hit, by the source's call.

Below each SMILES: TNAP act hi DEA, bIAP activator, PMI act hi M6P, PMI act, Diaph inh CS, TNAP inh noacc, TNAP inh hi DEA, L major viab, Diaph act CS, bIAP inh
1. NS(=O)(=O)c1ccc(N/N=C/c2cn(-c3ccccc3)nc2-c2ccccc2)c([N+](=O)[O-])c1
    0.7, 0.9, 0.9, 0.9, 1, 23, 28, 3, 1, 13
2. Cc1nn(-c2ccccc2)c2nc(C(F)(F)F)[nH]c(=O)c12
    1, 0.8, 1.1, 1, 19, -4, 2, 17, 0.8, 24
3. CCN(CC)CCCn1c(=S)[nH]c2ccccc2c1=O
    1.1, 1, 1, 1, -2, 8, -5, 1, 1, 3
4. O=C(COC(=O)c1cccc2ccccc12)Nc1ncc(C(F)(F)F)cc1Cl
    1, 0.9, 0.9, 0.8, 19, -4, -3, 0, 0.8, 10
5. COc1ccc(C(=O)Nc2cccc(-c3cc4ccccc4oc3=O)c2)cc1[N+](=O)[O-]
    1, 1.3, 1, 1, -14, -6, -1, 29, 1.1, -28
6. Cc1ccccc1CS(=O)(=O)CCC(=O)NCCN1CCN(c2cccc(Cl)c2)CC1
    1.1, 1, 0.9, 0.9, 12, -9, -7, 42, 0.9, 0
7. COc1cccc(C(=O)Nc2nc3ccccc3[nH]2)c1
    1, 1, 1, 0.9, 8, -11, -2, 29, 0.9, -2
8. C#CCNC(=O)/C=C/c1ccc(OC)cc1
    1, 0.9, 1.1, 1.1, 2, -9, -1, -2, 1, 13
9. CCOC(=O)Cc1csc(NC(=O)C(NC(=O)C2CCCCC2)C(C)C)n1 (configuration not stated)
    1.1, 0.9, 1, 1, 9, -9, -6, 7, 0.9, 5
10. CCc1ccc(C2CC(c3ccc(Cl)cc3)n3nc(N)nc3N2)cc1 (configuration not stated)
    1.1, 0.9, 1.1, 1, 6, -8, -7, -7, 0.9, 7
11. CC(C)(C)NC(=O)COC(=O)c1ccccc1C(=O)c1ccccc1
    1.1, 0.9, 1.1, 1, 0, -12, -8, 11, 1, 5
12. COc1cc(C(=O)NCC(=O)OCC(=O)Nc2ncc(Cl)cc2Cl)cc(OC)c1OC
    1, 1.2, 0.9, 1.1, -4, 4, -4, 1, 1, -24
13. CCC(C(=O)Nc1cc(C)nn1-c1nc(C)cc(C)n1)c1ccccc1 (configuration not stated)
    1, 1.1, 1, 0.9, 1, -3, -5, 31, 1, -12
14. O=C1CCN(C2CCN(Cc3nc(Cc4ccccc4F)no3)CC2)CCN1
    1, 1, 1, 0.9, 10, -6, -2, 6, 0.9, 2
15. O=C(Nc1nnc(SCc2ccc(F)cc2)s1)C1CC(=O)N(c2ccc3c(c2)OCCO3)C1 (configuration not stated)
    1, 0.9, 0.9, 0.8, 12, -16, -3, -6, 0.9, 6
16. CCOC(=O)C1CCN(S(=O)(=O)c2c(C)[nH]c(=O)[nH]c2=O)CC1
    1, 1, 0.9, 1, 6, -2, -5, -5, 0.9, 0
17. Cc1ccc(NC(=O)C/C(N)=N/O)cc1C
    1, 0.9, 0.9, 0.9, 12, -2, 2, 1, 0.9, 6
18. COc1ccc(C(=O)c2ccccc2)c2c(O)ccc(C(=O)c3ccccc3)c12
    1, 1, 0.9, 0.8, 9, -3, 1, 9, 0.9, 0
19. C=CCOCC(O)CS(=O)(=O)Cc1ccc(Cl)cc1 (configuration not stated)
    1.1, 1, 1.1, 1.1, 12, -20, -6, 7, 0.9, 3
20. COC(=O)c1ccc(N2CCN(C)CC2)c(NC(=O)c2cccnc2)c1
    1, 1, 0.8, 0.9, 6, -10, 1, 1, 0.9, 2
21. Cn1c(=O)c2c(-c3ccccc3)n(-c3ccccc3O)cc2n(C)c1=O
    1, 1, 0.6, 0.9, 29, 0, -2, 37, 0.7, 2
22. O=C(CCCn1c(=S)[nH]c2cc3c(cc2c1=O)OCO3)N1CCN(c2ncccn2)CC1
    1.1, 1, 0.9, 1, 28, -4, -8, 0, 0.7, 1
23. CN(CCCNC(=O)c1cc2c(Cl)nc3ccccc3c2s1)Cc1ccccc1
    1, 1.1, 1, 0.9, -30, 5, -3, 93*, 1.3, -13
24. Fc1ccc(CNC(=S)NC2CCCC2)cc1
    1, 0.7, 1.1, 1.1, 3, -5, -2, 31, 1, 29
25. CN(C)C(=O)/C(=C\c1ccncc1)NC(=O)c1ccccc1
    1.1, 1.1, 1.1, 1, -11, -7, -10, -6, 1.1, -12
26. CC(C)NC(=O)CC1C(=O)NCCN1CC(c1ccccc1)c1ccccc1 (configuration not stated)
    1.1, 1, 0.9, 1, 8, -7, -6, 9, 0.9, -2
27. CCC(=O)c1cc2c(C)cc(=O)oc2c(C)c1OC
    1, 0.9, 1.1, 1, 3, -7, 2, 0, 1, 7
28. CCn1c(CNc2cccc(C(F)(F)F)c2)n[nH]c1=S
    1, 0.8, 1, 1, 2, -4, -2, -5, 1, 22
29. Cc1cccc(-c2nc(=S)c3c(o2)CCCC3)c1
    1, 0.9, 0.9, 0.8, 33, -1, -2, -3, 0.7, 8
30. Cc1nnc(SCC(=O)N2c3ccccc3C(C)(c3ccccc3)CC2(C)C)s1 (configuration not stated)
    1, 0.8, 1, 0.9, 19, 22, -4, 42, 0.8, 16

Below each SMILES: TNAP act hi DEA, bIAP activator, PMI act hi M6P, PMI act, Diaph inh CS, TNAP inh noacc, TNAP inh hi DEA, L major viab, Diaph act CS, bIAP inh
31. COC(C(=O)NC1CC1)c1ccccc1 (configuration not stated)
    1, 1, 1.1, 1, 6, 0, 2, -1, 0.9, 0
32. Cc1ccc(-n2cc(-c3ccccc3)c3c(N4CCN(C)CC4)ncnc32)cc1
    1, 1.3, 1, 1, 1, -10, -2, 27, 1, -29
33. Cc1cccc(C)c1OCC(=O)Nn1c(COc2ccccc2)nc2ccccc2c1=O
    1, 1, 0.9, 0.9, 16, -10, -2, -1, 0.8, 4
34. CCN=C1Sc2nc3ccc(OCC)cc3cc2CN1CCOC
    1, 1, 0.9, 0.9, 22, -3, -4, 2, 0.8, -5
35. COCCn1c(=O)[nH]c(=O)c2c1nc(-c1cc(Br)c3c(c1)OCO3)n2Cc1ccccc1
    1, 1.1, 1.1, 1, 13, -13, -4, 13, 0.9, -5
36. FC(F)(F)c1nc2ccccc2nc1N/N=C\c1ccccc1
    0.9, 0.9, 0.9, 0.9, 12, 16, 10, 1, 0.9, 9
37. CCOC(=O)c1cc(N)cc([N+](=O)[O-])c1
    1, 1.1, 1.1, 1.1, -2, -7, -2, 8, 1, -11
38. O=C(NS(=O)(=O)Oc1ccc(Cl)cc1)OC[C@@H]1CCCN2CCCC[C@H]12
    1, 0.5, 0.9, 0.8, 9, -11, 3, -3, 0.9, 45
39. COc1ccc(CCNC(=O)C2CCN(S(=O)(=O)c3c(C)noc3C)CC2)cc1OC
    1, 1, 0.9, 0.9, 8, -10, -2, 53*, 0.9, -1
40. COc1ccc(CCn2c(N)cc(=O)[nH]c2=O)cc1OC
    1, 1.1, 0.9, 1, 7, 0, -1, 1, 0.9, -10
41. CC(=O)c1cnn(-c2ccccc2)c1C
    1, 1, 1.1, 1.2, -3, -2, 3, -8, 1, 4
42. Clc1ccc(Cn2ncc3c(N4CCCCC4)ncnc32)cc1
    1, 0.9, 1.1, 1, 7, -1, -4, 2, 0.9, 9
43. CCCC(=O)Nc1c(-c2cccs2)c(=O)c2ccccc2n1C
    1, 1, 1.1, 1.1, 2, -1, -5, -3, 1, 2
44. Cc1ccc(N2C(=O)CS/C2=C(\C(Cl)=C(Cl)Cl)[N+](=O)[O-])cc1
    0.9, 0.8, 1, 1, 8, 12, 14, 0, 0.9, 22
45. CCC(=O)NCCCOc1ccccc1
    1, 1, 1, 1, 13, -9, -5, -6, 0.9, 5
46. COc1cccc(C(=O)C2CCCN(C(=O)CCC3=NNC(=O)CC3)C2)c1 (configuration not stated)
    1, 1.1, 1.1, 1.1, -12, -8, -5, 23, 1.1, -7

Values by screen from the list:
PMI act, entries 34–45 → 0.9, 1, 0.9, 1.1, 0.8, 0.9, 1, 1.2, 1, 1.1, 1, 1

3 entries from above in another layout:
36. FC(F)(F)c1nc2ccccc2nc1N/N=C\c1ccccc1
- TNAP act hi DEA = 0.9
- bIAP activator = 0.9
- PMI act hi M6P = 0.9
- PMI act = 0.9
- Diaph inh CS = 12
- TNAP inh noacc = 16
- TNAP inh hi DEA = 10
- L major viab = 1
- Diaph act CS = 0.9
- bIAP inh = 9
33. Cc1cccc(C)c1OCC(=O)Nn1c(COc2ccccc2)nc2ccccc2c1=O
- TNAP act hi DEA = 1
- bIAP activator = 1
- PMI act hi M6P = 0.9
- PMI act = 0.9
- Diaph inh CS = 16
- TNAP inh noacc = -10
- TNAP inh hi DEA = -2
- L major viab = -1
- Diaph act CS = 0.8
- bIAP inh = 4
31. COC(C(=O)NC1CC1)c1ccccc1 (configuration not stated)
- TNAP act hi DEA = 1
- bIAP activator = 1
- PMI act hi M6P = 1.1
- PMI act = 1
- Diaph inh CS = 6
- TNAP inh noacc = 0
- TNAP inh hi DEA = 2
- L major viab = -1
- Diaph act CS = 0.9
- bIAP inh = 0
